# ABCB6 inh MLPCN: human ABCB6 transporter inhibition | Q9NP58 | K562-ABCB6 porphyrin accumulation, flow cytometry, 1 h; stronger effect = lower value | fluorescence ratio to DMSO, % at 10 µM | 360,000 tested, 0.19% active;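 active = fluorescence ratio to DMSO below 75%, the collection mean minus 3 SD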;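 also: signal is porphyrin accumulated inside mitochondria; 100% equals median channel fluorescence of DMSO control wells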
# MC4R antagonist: human MC4R antagonism in cAMP assay; MC4R-expressing cells, MTII-stimulated cAMP, LANCE TR-FRET; inhibition, % at 6.5 µM; 360,000 tested, 0.48% active; AID 540295;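 active = inhibition above its plate's cutoff, the mean of tested wells on that plate plus 3 SD, cut at about 29% in these data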;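 also: 0% = Melanotan II alone and 100% = Melanotan II plus saturating MCL0020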
#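 System: U2OS-MC4R stable cell line; Technique: Eu-cAMP/anti-cAMP TR-FRET, emission 671 nm; Repeats: single well per compound; Also added: Melanotan II; Dosing: one concentration, 6.5 µM nominal; Schedule: 30-min compound, 1-h challenge, 1-h detection, room temperature.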
# MC4R barr agon: human MC4R agonism via beta-arrestin; U2OS MC4R beta-arrestin complementation, luminescence; percent of melanotan II response, DMSO zero; activation, % at 8.9 µM; 360,000 tested, 0.98% active; AID 540308;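 active = activation above a per-plate cutoff, the mean activation of sample wells on that plate plus 3 SD, cut at about 8% in these data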
# ABHD5 PLIN5 PPI: inhibitors of human ABHD5-perilipin-5 interaction; Q00G26+Q8WTS1; Split G. princeps luciferase complementation, luminescence, 4 h; inhibition, % at 4 µM; 360,000 tested, 0.78% active;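 active = inhibition above the mean inhibition across every tested compound plus 3 SD, cut at about 22% in these data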;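 also: 0% = DMSO only wells and the 100% control is not disclosed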
# N-glyco inh: N-linked glycosylation inhibition | D54 ERlucT glycosylation luciferase reporter, 24 h; percent of 100 nM tunicamycin response | reporter increase, % at 12.5 µM | 360,000 tested, 0.23% active | AID 588692;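 active = mean luciferase reporter signal, scaled so untreated is 0 and the glycosylation-blocking control 100, at or above a set limit in every replicate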;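 also: luciferase carries N-glycosylation sites so blocking glycosylation raises the light; 0% = median of neutral control wells and 100% = median of 100 nM tunicamycin wells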
# H9c2 protect: protects H9c2 cardiomyocytes from peroxide injury; protection from H2O2 cell death, % at 20 µM; 360,000 tested, 0.63% active; H2O2 injury protection, ATPLite, 2 h; AID 588492;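 active = compounds giving at least 50% protection of heart cells from peroxide-induced death in the single-dose screen, raw or plate-pattern-corrected value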;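 also: 0% = DMSO wells with peroxide and 100% = DMSO wells without peroxide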
# PDI turbidity: PDI (human) enzyme inhibition; AID 588391; P07237; inhibition, % at 10 µM; PDI insulin aggregation turbidity, A650, 90 min; 350,000 tested, 0.052% active;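 active = mean inhibition across replicates of 30% or more, whatever share of single replicates reach that level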;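 also: absorbance from insulin aggregation driven by PDI reduction with DTT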
# Target sequence (P07237 whole entry, looked up): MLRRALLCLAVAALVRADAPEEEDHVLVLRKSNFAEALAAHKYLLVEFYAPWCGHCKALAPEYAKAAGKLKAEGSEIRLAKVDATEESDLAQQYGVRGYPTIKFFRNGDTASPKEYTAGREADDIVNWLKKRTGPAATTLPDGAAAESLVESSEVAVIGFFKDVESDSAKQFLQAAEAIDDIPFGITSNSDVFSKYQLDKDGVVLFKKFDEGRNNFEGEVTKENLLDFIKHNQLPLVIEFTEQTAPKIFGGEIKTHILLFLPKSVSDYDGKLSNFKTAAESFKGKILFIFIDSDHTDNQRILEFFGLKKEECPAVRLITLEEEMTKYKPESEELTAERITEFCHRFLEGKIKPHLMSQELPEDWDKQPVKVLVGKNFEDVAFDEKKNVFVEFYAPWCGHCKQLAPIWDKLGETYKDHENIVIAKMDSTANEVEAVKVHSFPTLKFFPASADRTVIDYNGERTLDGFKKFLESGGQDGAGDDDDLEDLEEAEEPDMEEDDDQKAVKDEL
# HTR2A ag: activates the mouse 5-HT2A serotonin receptor. P35363. CHO-K1 mHTR2A beta-arrestin complementation, luminescence; percent of 30 µM serotonin response. activation, % at 7.6 µM. 360,000 tested, 0.66% active. AID 624169;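 active = activation above a run cutoff, the mean activation of all tested compounds plus 3 SD, cut at about 14% in these data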;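 also: 0% = plate median of compound wells and 100% = 30 µM serotonin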
# Target sequence (P35363 whole entry, looked up): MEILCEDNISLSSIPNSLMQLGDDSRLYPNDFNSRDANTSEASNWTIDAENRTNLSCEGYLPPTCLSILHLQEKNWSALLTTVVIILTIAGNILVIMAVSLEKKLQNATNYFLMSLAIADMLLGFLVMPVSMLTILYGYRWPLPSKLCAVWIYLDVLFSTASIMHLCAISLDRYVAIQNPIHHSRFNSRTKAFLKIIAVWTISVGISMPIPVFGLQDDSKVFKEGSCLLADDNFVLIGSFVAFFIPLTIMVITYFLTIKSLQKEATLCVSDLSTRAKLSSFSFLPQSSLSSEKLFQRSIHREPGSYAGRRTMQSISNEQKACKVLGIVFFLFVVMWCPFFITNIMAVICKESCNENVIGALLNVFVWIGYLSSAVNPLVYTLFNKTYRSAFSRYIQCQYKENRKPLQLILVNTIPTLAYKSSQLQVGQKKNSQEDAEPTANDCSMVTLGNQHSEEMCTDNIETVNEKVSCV
# Exocytosis inh: blocks lytic granule exocytosis. inhibition, % at 10 µM. TALL-104 LAMP-1 surface exposure, flow cytometry; cells stimulated with thapsigargin and PMA. 360,000 tested, 0.66% active. AID 651702;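 active = inhibition above about 55%, limit read from the data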
# CaV13 FRET inh: Disruptors of the CACNA1D IQ motif to Ca2+-dependent inactivation inhibitor domain association, primary screening, Förster resonance energy transfer in intact living …; HEK cells, CFP/YFP FRET ICDI-IQ, plate reader, 10 min; percent FRET-ratio fall versus neutral wells; inhibition, % at 12.3 µM; 340,000 tested, 0.098% active; AID 743397;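 active = mean replicate inhibition of at least 30% and at least 1% of replicates passing that level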;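 also: 0% = median of the neutral control wells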
# * = called active by the depositor; . = not tested or not shown.
1) Cc1csc(NC(=O)CCCSc2nc3ccccc3s2)n1
2) O=C(CCn1c(=S)[nH]c2ccccc2c1=O)Nc1ccc(F)cc1
3) O=C(NCC(c1ccco1)N1CCCC1)c1ccc(S(=O)(=O)Nc2ccccc2F)cc1 (centres undefined)
4) CC(OC(=O)Cc1ccc(Br)cc1)C(=O)NC1CCCC1 (centres undefined)
5) CCOC(=O)c1c(C)n(C)c2ccc(OCC(O)CNCCc3ccccc3)cc12 (centres undefined)
6) CC1(C)CN(c2cccc(Br)c2)C1=O
entry no.,1,2,3,4,5,6
ABCB6 inh MLPCN,95,102,98,95,96,96
MC4R antagonist,11,3,3,4,11,7
MC4R barr agon,-0.1,4.2,-3.2,0.3,5.2,-0.9
ABHD5 PLIN5 PPI,-4,-8,1,2,5,-2
N-glyco inh,-4,2,-3,0,1,1
H9c2 protect,5,5,-2,-1,-2,0
PDI turbidity,0,-3,-2,-6,-2,-3
HTR2A ag,2,-1,-9,-2,-12,0
Exocytosis inh,0,-3,4,8,31,2
CaV13 FRET inh,-5,-2,-6,-6,-17,0

7) COc1ccc(CN2CCN(C(=O)c3ccc(-c4ccccc4)cc3)CC2)c(OC)c1OC
8) C[C@H]1CN([C@@H](C)CO)C(=O)CCCn2nncc2CO[C@H]1CN(C)S(=O)(=O)c1cccs1
9) Cc1cccc(C)c1NC(=O)C1(C)CSCC(=O)N1CCc1ccccc1 (centres undefined)
10) O=C(c1ccc(N2CCN(CCO)CC2)nc1)N1CCOCC1
11) Cc1ccc(C)c(N(C)S(=O)(=O)c2ccc3c(c2)oc(=O)n3C)c1
12) CCC(=O)c1ccc(OCC(O)Cn2nc(C)cc2C)cc1 (centres undefined)
entry no.,7,8,9,10,11,12
ABCB6 inh MLPCN,101,100,.,100,96,95
MC4R antagonist,0,15,.,-3,-1,4
MC4R barr agon,-2.2,-1.4,.,-1.0,-0.8,-1.4
ABHD5 PLIN5 PPI,-3,5,0,0,-6,-1
N-glyco inh,-2,2,.,1,1,-1
H9c2 protect,-6,-2,.,-2,-5,4
PDI turbidity,-2,16,.,6,-11,-14
HTR2A ag,-1,6,1,1,-3,5
Exocytosis inh,0,-5,4,-1,-6,-3
CaV13 FRET inh,6,-4,-6,-3,-21,-5

13) O=C(Cc1ccsc1)Nc1ccc2c(c1)OCO2
14) Cc1nn(C)c(C(=O)N/N=C/c2ccccn2)c1[N+](=O)[O-]
15) CCOc1ccc(/C=C/C(=O)c2cc(Br)ccc(=O)c2O)cc1
16) CCNC(=O)C1(C)CCCN1Cc1cccc(C(F)(F)F)c1 (centres undefined)
17) O=C(CCSc1nnc(-c2ccco2)o1)Nc1ccccc1
18) CCN(CC(=O)Nc1ccc(C(C)=O)cc1)CC(=O)Nc1ccccc1C(F)(F)F
entry no.,13,14,15,16,17,18
ABCB6 inh MLPCN,102,110,108,85,102,101
MC4R antagonist,5,-3,15,4,8,17
MC4R barr agon,-3.1,-3.0,2.0,-0.8,-0.7,0.2
ABHD5 PLIN5 PPI,-9,-1,19,-5,0,3
N-glyco inh,1,0,3,-2,2,-1
H9c2 protect,-1,21,53*,-2,-2,-7
PDI turbidity,-10,7,-1,-1,11,-1
HTR2A ag,-2,-5,1,-6,-3,-3
Exocytosis inh,-1,-3,3,-5,1,-3
CaV13 FRET inh,-6,-6,-5,-4,-4,-2

19) Cc1ccc(-n2ncc3c2CCCC3NC(=O)CCCN2CCCCC2=O)cc1C (centres undefined)
20) O=C(CSCc1ccccc1Br)NC1CC1
21) O=C(O)CCn1c(SCCOc2ccccc2F)nc2ccccc21
22) CC(=O)CCN1C(=O)NC2(CCCc3ccccc32)C1=O (centres undefined)
23) CCC(=O)N1CCCC1(C)C(=O)Nc1ccc2scnc2c1 (centres undefined)
24) Cc1cn([C@H]2C[C@H](O)[C@@H](CNS(=O)(=O)c3ccc(NS(=O)(=O)N(C)C)cc3)O2)c(=O)[nH]c1=O
entry no.,19,20,21,22,23,24
ABCB6 inh MLPCN,97,106,101,96,94,99
MC4R antagonist,3,21,3,-2,0,4
MC4R barr agon,-3.0,0.2,0.5,-3.0,-0.2,-0.2
ABHD5 PLIN5 PPI,-2,-1,1,-3,-4,0
N-glyco inh,1,3,0,.,1,1
H9c2 protect,1,4,-5,-2,4,1
PDI turbidity,-8,1,-13,-1,-8,-2
HTR2A ag,-3,-1,-1,5,-1,9
Exocytosis inh,-4,5,-2,1,21,5
CaV13 FRET inh,-6,-18,-21,-5,-6,-7

25) Cc1cc(NC(=O)CCSc2ccccc2)no1
26) COc1ccc(-c2cc(C(=O)N3CCOCC3)c3ccccc3n2)cc1OC
27) CCOCc1[nH]c(=S)[nH]c(=O)c1Cc1ccc(OC(C)C)cc1
28) COc1ccccc1NC(=O)c1ccc(S(=O)(=O)N(C)c2ccccc2)cc1
29) CC(NC(=O)COC(=O)c1ccc2c(=O)n3c(nc2c1)CCCCC3)c1ccc(F)cc1 (centres undefined)
30) CCOC(=O)C1CCN(C(=O)Nc2ccc3oc(C)nc3c2)CC1
entry no.,25,26,27,28,29,30
ABCB6 inh MLPCN,104,100,102,86,103,101
MC4R antagonist,6,7,-1,-2,9,11
MC4R barr agon,-0.8,0.1,-6.0,0.4,-1.7,-0.2
ABHD5 PLIN5 PPI,-2,5,-10,0,1,-14
N-glyco inh,4,1,5,-1,3,1
H9c2 protect,1,17,-7,-4,-2,1
PDI turbidity,-3,3,-5,-3,-7,5
HTR2A ag,9,3,-3,-3,2,3
Exocytosis inh,1,-2,1,2,-4,-1
CaV13 FRET inh,-7,-1,-4,-5,-6,-6

31) CC(=O)Nc1ccc(OC(=O)c2cc3cc(Br)ccc3oc2=O)cc1
32) COc1ccccc1CN1C(=O)c2ccccc2C1C(=O)NC1CCC(C)CC1 (centres undefined)
33) Cc1ccc(-c2nc3c(Cl)cc(Cl)cc3c(=O)n2O)cc1
34) Cc1cccc(N2CCN(C(=O)c3ccnn3C)CC2)c1C
35) Cc1ccc(N(CC(=O)NC(C)(C)C)C(=O)CNC(=O)c2cccs2)cc1
36) CCOC(=O)C1CCCN(Cc2ccccc2C)C1 (centres undefined)
entry no.,31,32,33,34,35,36
ABCB6 inh MLPCN,97,101,104,91,95,110
MC4R antagonist,21,14,0,3,0,2
MC4R barr agon,4.2,-1.6,-1.3,-2.4,-2.8,0.2
ABHD5 PLIN5 PPI,11,-1,-8,1,-4,-2
N-glyco inh,2,1,1,0,1,3
H9c2 protect,-3,9,7,-5,3,-1
PDI turbidity,-6,0,12,-4,5,-5
HTR2A ag,1,-6,-5,-3,1,-1
Exocytosis inh,-2,5,-2,6,-3,-6
CaV13 FRET inh,-6,-3,-4,-5,-1,-3

# 8 of these compounds, reformatted:
entry	molecule	ABCB6 inh MLPCN	MC4R antagonist	MC4R barr agon	ABHD5 PLIN5 PPI	N-glyco inh	H9c2 protect	PDI turbidity	HTR2A ag	Exocytosis inh	CaV13 FRET inh
29	CC(NC(=O)COC(=O)c1ccc2c(=O)n3c(nc2c1)CCCCC3)c1ccc(F)cc1 (centres undefined)	103	9	-1.7	1	3	-2	-7	2	-4	-6
30	CCOC(=O)C1CCN(C(=O)Nc2ccc3oc(C)nc3c2)CC1	101	11	-0.2	-14	1	1	5	3	-1	-6
31	CC(=O)Nc1ccc(OC(=O)c2cc3cc(Br)ccc3oc2=O)cc1	97	21	4.2	11	2	-3	-6	1	-2	-6
32	COc1ccccc1CN1C(=O)c2ccccc2C1C(=O)NC1CCC(C)CC1 (centres undefined)	101	14	-1.6	-1	1	9	0	-6	5	-3
33	Cc1ccc(-c2nc3c(Cl)cc(Cl)cc3c(=O)n2O)cc1	104	0	-1.3	-8	1	7	12	-5	-2	-4
34	Cc1cccc(N2CCN(C(=O)c3ccnn3C)CC2)c1C	91	3	-2.4	1	0	-5	-4	-3	6	-5
35	Cc1ccc(N(CC(=O)NC(C)(C)C)C(=O)CNC(=O)c2cccs2)cc1	95	0	-2.8	-4	1	3	5	1	-3	-1
36	CCOC(=O)C1CCCN(Cc2ccccc2C)C1 (centres undefined)	110	2	0.2	-2	3	-1	-5	-1	-6	-3

# Further structures.
# Below each SMILES: ABCB6 inh MLPCN	MC4R antagonist	MC4R barr agon	ABHD5 PLIN5 PPI	N-glyco inh	H9c2 protect	PDI turbidity	HTR2A ag	Exocytosis inh	CaV13 FRET inh
37. O=C(c1ccc(F)cc1)N1CCN(c2ccc([N+](=O)[O-])cc2-n2cccc2)CC1
  98	15	0.1	9	-5	2	4	-2	2	-21
38. CC(C)OCC(O)Cn1c(N2CCCC2)nc2c1c(=O)[nH]c(=O)n2C (centres undefined)
  101	10	-0.1	-4	1	5	-8	0	-3	-3
39. CC1CN(S(=O)(=O)c2ccc(C(=O)Nc3ccccc3F)cc2)CC(C)O1 (centres undefined)
  90	1	0.6	-10	2	-6	-18	-4	4	-6
40. O=C(Cn1cc(F)c(=O)[nH]c1=O)c1ccco1
  97	3	-1.5	-9	-1	2	9	1	-5	-7
41. O=C(CN1CCCC1)Nc1ccc(OC(F)(F)F)cc1
  306	13	1.8	-6	0	0	-2	6	-3	-1
42. CCOc1ccc(NC(=O)CCN2CCN(S(=O)(=O)c3ccc(F)cc3)CC2)cc1
  102	7	-3.2	-8	-2	0	8	-1	0	-3
43. C#CCn1c(=O)c2c(ncn2C)n(C)c1=O
  97	7	0.7	4	2	4	-2	-2	1	-4
44. Cc1cc(C)c(S(=O)(=O)Nc2ccc3c4c(cccc24)CC3)c(C)c1
  125	-26	1.4	-8	6	-22	-3	-3	-1	-5
45. OCCN(Cc1ccccc1)CC1CC2C=CC1C2 (centres undefined)
  103	-2	-2.9	0	0	-3	-9	-2	0	-5
46. CC(C)Nc1nc2cccnc2s1
  99	4	-0.8	-1	2	7	0	2	16	-1
47. COc1ccc(OC2C(=O)N(CCc3ccc(OC)c(OC)c3)C2c2ccc3c(c2)OCO3)cc1 (centres undefined)
  115	23	2.9	0	-5	4	3	-4	0	.
48. Cc1csc(NC(=O)c2ccc(C)c([N+](=O)[O-])c2)n1
  101	1	-2.2	-3	-13	-8	4	-1	-3	-4
49. O=C(NNS(=O)(=O)c1ccc([N+](=O)[O-])cc1)c1ccccc1
  98	-1	-1.4	0	1	8	15	-1	-7	-7
50. O=C(Cn1cnc([N+](=O)[O-])c1)NC1CCCC1
  92	2	0.6	2	3	0	-8	-3	2	2
51. Cc1nnc(NC(=O)CCC(=O)NCc2cccs2)s1
  97	3	-1.6	0	2	10	-4	3	2	-4
52. Cc1ccc(-c2onc(C)c2C)cc1S(=O)(=O)N1CC(C)Oc2ccccc21 (centres undefined)
  99	11	-1.0	-11	-8	-5	-2	-4	6	-2
53. Cc1csc(-c2cccnc2)n1
  97	3	-3.2	4	2	-3	-3	-4	-5	-3
54. CCN(CC)CC#CCC(O)(c1ccccc1)c1ccc(Br)cc1 (centres undefined)
  97	6	0.6	11	-1	7	2	-7	0	-7
55. Cc1ccc(-n2nc(C)c3c2OC(N)=C(C#N)C3c2ccncc2)cc1 (centres undefined)
  98	1	-2.4	-8	0	2	9	-4	0	-4
56. COc1ccc(/C=C2\SC(=S)N(CCCC(=O)Nc3cc(C)on3)C2=O)cc1OC
  102	2	-0.2	-14	4	-10	3	4	2	-4

# Screens: PubChem BioAssay, several laboratories
